Compound activity deposited in PubChem BioAssay by several laboratories.
S1P3 antagonist: blocks the human S1P3 receptor. CHO S1P3 NFAT-BLA reporter, FRET fluorescence, antagonist mode. inhibition, % at 4.98 µM. 170,000 compounds, 0.27% hits;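 active means inhibition above the plate cutoff, the mean inhibition of test wells on that plate plus 3 SD, cut at about 28% in these data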;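 further: cells challenged with S1P at its EC80 of 0.8 µM; blue over green emission ratio from cleaved BLA substrate after 4 h stimulation; 0% = S1P-stimulated wells and 100% = unstimulated DMSO-only wells; some compounds past the cut are filed as inactive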
Target sequence (Q99500 whole entry, looked up): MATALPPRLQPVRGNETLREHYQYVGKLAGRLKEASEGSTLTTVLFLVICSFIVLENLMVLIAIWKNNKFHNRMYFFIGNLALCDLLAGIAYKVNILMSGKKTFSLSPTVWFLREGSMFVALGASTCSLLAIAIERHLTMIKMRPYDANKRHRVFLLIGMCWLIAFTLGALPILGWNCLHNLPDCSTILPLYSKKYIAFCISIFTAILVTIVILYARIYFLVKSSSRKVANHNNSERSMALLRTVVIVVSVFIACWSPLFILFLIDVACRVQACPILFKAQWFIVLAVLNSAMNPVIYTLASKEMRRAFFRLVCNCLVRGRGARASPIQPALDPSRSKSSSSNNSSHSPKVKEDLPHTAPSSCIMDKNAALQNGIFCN
STAT1 blocker: reduces IFN-gamma driven STAT1 reporter signal. NIH 3T3 STAT1-luciferase reporter, luminescence. inhibition, % at 5.5 µM. 200,000 compounds, 0.35% hits. AID 920;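 active means inhibition above a set limit, the mean inhibition across all tested compounds plus 3 SD, cut at about 34% in these data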;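 further: 0% = IFN-gamma with DMSO and 100% = IFN-gamma with 300 µM nifuroxazide; values of inactives mirror those of a sister screen read the other way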
STAT3 inh: inhibitors of IL-6 induced STAT3 signaling | U3A cells, IL-6 STAT3-luciferase reporter, luminescence; host cell line lacks STAT1 | inhibition, % at 5.5 µM | 190,000 compounds, 0.89% hits | AID 862;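 active means inhibition above the mean inhibition across all screened compounds plus 3 SD, cut at about 44% in these data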;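 further: 0% = DMSO only wells and 100% = 100 µM nifuroxazide control wells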
ROMK mod: human ROMK K+ channel modulation, primary screen. B-score at 10 µM. AID 1918. P48048. Tet-inducible ROMK, thallium flux fluorescence; actives lie on both sides. 130,000 compounds, 2% hits;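 active means signal ratio slope over the read window, or its plate-corrected B-score, at least 3 SD from the plate mean, either direction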;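 further: B-score of the F/F0 ratio slope over 7 to 12 s after thallium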
Target sequence (P48048 whole entry, looked up): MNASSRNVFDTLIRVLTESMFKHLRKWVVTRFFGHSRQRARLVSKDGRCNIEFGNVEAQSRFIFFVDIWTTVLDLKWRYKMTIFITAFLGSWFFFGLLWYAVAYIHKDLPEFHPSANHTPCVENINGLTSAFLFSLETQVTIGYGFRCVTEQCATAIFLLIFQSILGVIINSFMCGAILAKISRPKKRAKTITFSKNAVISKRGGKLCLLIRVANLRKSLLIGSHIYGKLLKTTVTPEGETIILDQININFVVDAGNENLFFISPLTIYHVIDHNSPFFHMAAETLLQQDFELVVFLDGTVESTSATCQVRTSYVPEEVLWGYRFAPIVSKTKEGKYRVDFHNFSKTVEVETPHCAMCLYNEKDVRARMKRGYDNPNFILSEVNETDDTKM
PPARg SRC-1 ag: promotes SRC-1 coactivator recruitment by human PPARgamma; 200,000 compounds, 0.41% hits; P37231; AID 631; PPARgamma-SRC-1 coactivator recruitment biochemical assay; activation, % at 8 µM; in the data active means activation above about 19%;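 further: 0% = DMSO and 100% = reference agonist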
TLR4 MyD88 comp: inhibitors of human TLR4-MyD88 binding; inhibition, % at 8.4 µM; 200,000 compounds, 0.18% hits; O00206+Q99836; AID 861; HeLa CL3-4 TLR4/MyD88 BLA complementation, FRET ratio; in the data active means inhibition above about 25%;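 further: 0% = vehicle and 100% = reference inhibitor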
RAM network inh: yeast RAM network inhibition | inhibition, % at 50 µM | 190,000 compounds, 1.8% hits | S. cerevisiae dse1pr::URA3 reporter, 5-FOA growth OD615, 2 d; analog-sensitive cbk1-as2 kinase mutant strain | AID 868;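 active means inhibition above a set limit, 3 SD over mean compound inhibition, cut at about 8.4% in these data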;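 further: 0% = DMSO-only wells with no growth and 100% = 10 µM 1-NA-PP1 full growth; inhibition rescues growth on 5-FOA so higher OD means more RAM inhibition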
STAT3 act: STAT3 signaling activation; U3A cells, IL-6 STAT3-luciferase reporter, luminescence; 100% = signal with IL-6 EC80 alone; activation (% of control), % at 5.6 µM; 190,000 compounds, 0.91% hits; AID 871;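 active means activation above the screen-wide mean of compound activation plus 3 SD, cut at about 130% in these data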;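 further: 0% = background luminescence of wells with medium and substrate only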
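system = STAT3-luciferase reporter U3A cells | reagent = IL-6 stimulus at 33 ng/mL final | timing = 1 h compound pre-exposure, 6 h IL-6 stimulation, 37 °C | measured by = luminescence | evaluation = % activation versus median of IL-6-stimulated wells | control set = IL-6-only wells as 100% reference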
PPARg SRC3 recr: agonists of human PPARgamma SRC-3 coactivator recruitment. biochemical PPARgamma/SRC-3 coactivator recruitment assay. activation, % at 8 µM. 200,000 compounds, 0.26% hits. AID 731; in the data active means activation above about 23%;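 further: 0% = DMSO and 100% = reference agonist; some compounds past the cut are filed as inactive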
PPARg SRC2 recr: promotes SRC-2 coactivator recruitment by human PPARgamma | activation, % at 8 µM | 200,000 compounds, 0.34% hits | AID 1032 | P37231 | PPARgamma LBD-SRC-2 recruitment, biochemical; in the data active means activation above about 22%;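 further: 0% = vehicle and 100% = reference agonist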
TR-FRET SRC-2 ct: TR-FRET artefact, counter-screen to PPARgamma/SRC-2 agonist assay | TR-FRET ratio at 8 µM | 200,000 compounds, 0.4% hits | AID 1049 | stronger effect = higher value; in the data active means TR-FRET ratio above about 2000; further: inactives centre near 1500
The depositor's hits bear a star; . = no result given.

SMILES	S1P3 antagonist	STAT1 blocker	STAT3 inh	ROMK mod	PPARg SRC-1 ag	TLR4 MyD88 comp	RAM network inh	STAT3 act	PPARg SRC3 recr	PPARg SRC2 recr	TR-FRET SRC-2 ct
CC(C)Cn1c(O)c2ccc(C(=O)N=NC(=O)c3cccnc3)cc2c1O	-1	-1	2	.	4	9	0.0	97	5	5	1614
O=C(CSc1ccc2c(c1)OCCO2)NC(=O)NC1CCCC1	.	0	14	.	-2	5	1.1	92	3	4	1578
Cc1cc(C)n2nc(SCC(=O)N(C(C)C)C(C)C)nc2n1	-5	4	-4	.	2	7	-0.5	107	2	-3	1552
CCOc1ccc(-n2c(-c3ccccc3)c[n+]3c2CCCCC3)cc1	0	29	74*	.	-4	5	1.9	37	9	11	1603
O=C(NC(=S)Nc1ccc(NC(=O)c2cccs2)cc1)c1cc2ccccc2o1	5	-5	0	0.55	2	4	1.4	100	-3	5	1414
CN(c1ccc(C(=O)Nc2ccc(Cl)cn2)cc1)S(=O)(=O)c1ccccc1	-6	13	23	-0.92	3	5	3.2	85	6	1	1603
Cc1nc(N2CCN(c3ncccn3)CC2)c2oc3ccccc3c2n1	2	5	34	.	-1	8	.	73	-9	2	1422
CC(NC(=S)Nc1cccc(C(F)(F)F)c1)C(C)(C)C (stereo not drawn)	-3	15	13	-1.2	-5	11	3.0	92	-2	7	1740
COc1ccc(S(=O)(=O)N2CCN(c3ccc4nnc(-c5ccccc5)n4n3)CC2)cc1	.	-4	-41	.	-3	-7	7.9	143*	1	-11	1428
CC(NC(=O)c1ccco1)C(=O)N1CCc2ccccc2C1 (stereo not drawn)	.	-3	15	.	2	2	0.2	90	10	6	1736
Cc1ccccc1N1CCN(C(=O)c2ccccc2NC(=O)c2ccccc2C(=O)O)CC1	1	-4	3	0.2	2	-8	-0.6	102	5	0	1692
O=S(=O)(CCOc1ccccc1)N1CCOCC1	-4	-7	-2	0.7	1	1	1.2	105	-5	4	1522
COc1ccc(C(=O)Nc2ccc3oc(-c4cccnc4)nc3c2)cc1OC	11	2	24	-1	-6	15	1.2	82	2	0	1499
O=C(OCC(=O)N1CCCC1)c1cncc(Br)c1	-1	0	8	0.71	-2	-7	-0.2	96	9	1	1571
Cc1cc(C)c(C#N)c(SCS(=O)Cc2ccc(Cl)cc2)n1 (stereo not drawn)	-18	1	-2	-1.6	0	-5	2.9	104	-4	9	1564
CC(C)(C)c1nc(C(C)(C)C)c(Br)c(=O)[nH]1	-2	-9	-3	0.25	-8	-21	1.4	105	-2	-12	1328
CCc1nc(SCC(=O)Nc2ccnc3ccccc23)n[nH]1	25	9	11	-0.87	2	4	1.3	93	-3	6	1666
Cc1ccccc1NC(=S)NCC(c1cccnc1)N(C)C (stereo not drawn)	-2	-6	0	.	-1	-1	2.0	103	-3	4	1484
CCCc1[nH]nc2c1C(c1ccccc1OCC)C(C#N)=C(N)O2 (stereo not drawn)	14	2	1	-0.84	-6	-11	2.6	101	-3	-6	1600
Cc1cc(C)nc(NS(=O)(=O)c2ccc(N/C=C3\CCCC3=O)cc2)n1	.	-5	-4	0.42	2	1	0.2	104	-17	12	1519
CCOC(=O)c1nn(-c2ccc(Cl)cc2)c2nc(CC)c(C#N)c(=O)n12	.	-1	12	1.1	-5	2	2.9	93	8	2	1458
O=C(NCc1n[nH]c(=S)n1Cc1ccccc1)c1ccccc1	7	-15	5	.	3	-1	2.7	100	0	-1	1384
CCOC(=O)c1c(C)c(C(=O)Nc2ccc3c(c2)OCCO3)c(C)n1CC	25	-7	7	2.2	2	1	0.7	98	-15	-8	1476
CC(C)c1ccc(Nc2ncccc2C(=O)O)cc1	-17	-48	11	1.3	3	-5	0.8	94	3	-4	1362
CN1CCN(c2nc(C#N)cc(-c3ccccc3)n2)CC1	.	-10	14	.	0	-6	3.0	95	14	-4	1550
COc1ccc(C(C)=O)cc1CN1C(=O)NC2(CCCCC2C)C1=O (stereo not drawn)	.	6	4	.	1	9	0.0	99	11	-11	1483
Cc1ccc(N2CC(C(=O)NCCC(C)C)CC2=O)cc1 (stereo not drawn)	0	1	-4	1.4	-4	-7	0.3	106	-5	1	1538
N#Cc1cc(Oc2ccc(Cl)cc2)c(N2CCOCC2)cc1C#N	.	5	-17	.	4	-3	1.3	119	1	0	1584
CC1(C)CC(=O)C(N=Nc2c(Cl)cc(Cl)cc2Cl)=C(O)C1	-7	5	2	.	4	-3	3.0	101	-3	1	1744
Cc1occc1C(=O)NC(C)C12CC3CC(CC(C3)C1)C2 (stereo not drawn)	8	-6	5	-0.04	6	-10	-0.5	102	10	3	1639
COc1ccc(CN2CC(C(=O)NCCN3CCOCC3)CC2=O)cc1 (stereo not drawn)	12	1	1	.	-6	-1	-0.1	105	-2	-3	1523
O=C(O)CSC(C(=O)Nc1ccc(C(F)(F)F)cc1)c1ccccc1 (stereo not drawn)	.	-2	-1	.	3	-14	0.1	103	-10	6	1459
O=S(=O)(c1cccs1)N1CCN(Cc2nc3ccccc3s2)CC1	11	13	-24	.	13	1	1.7	124	-1	1	1525
COc1ccc(N2CCN(C(=O)CSc3nnc4c(C)cc5ccccc5n34)CC2)cc1	-4	-2	10	-0.002	6	-12	-0.6	92	0	3	1481
CSCCC(NC(N)=O)C(=O)Nc1cccc(S(=O)(=O)N2CCOCC2)c1 (stereo not drawn)	-7	9	2	0.66	-1	-1	-0.2	101	-7	-2	1451
CCOc1cccc(OCCOCCn2cnc3ccccc3c2=O)c1	.	-14	7	-0.61	0	5	1.6	99	-5	3	1328
Cn1cnnc1Sc1cc(N2CCN(S(=O)(=O)c3ccc4ccccc4c3)CC2)ccc1[N+](=O)[O-]	-18	-5	3	.	-2	-5	0.2	96	-4	-3	1490
Cc1occc1-c1nnc(SCC(=O)N2CCOCC2)n1CC(C)C	.	0	-7	.	-13	-4	-0.5	107	0	-3	1520
O=C(COc1ccccc1Cl)N1CCN(c2ccc(F)cc2)CC1	-16	-4	-2	.	5	5	3.0	103	0	6	1476
CC(=O)COC(=O)C1CC(=O)N(c2ccc(C)c(C)c2)C1 (stereo not drawn)	-14	1	1	-0.26	9	2	2.8	101	-1	6	1546
CCC(C)NC(=O)c1ccccc1NC(=O)CN1C(=O)c2ccccc2S1(=O)=O (stereo not drawn)	-2	9	1	.	10	4	3.3	100	3	2	1602
CC(=O)NC(=S)Nc1ccccc1C(=O)Nc1ccccc1	-32	-1	-5	.	7	-3	2.4	110	1	0	1607
O=C(c1cccnc1)N1CCN(c2ccc3ccccc3n2)CC1	2	9	17	-0.12	3	-7	0.2	89	3	-2	1576
Cc1ccc(NC(=O)C(C)OC(=O)c2ccc(NS(=O)(=O)c3ccc(F)c(F)c3)cc2)cc1 (stereo not drawn)	10	0	-8	-0.012	0	9	3.6	112	4	-2	1348
Cc1cc(=O)n2c3ccccc3n(CC(O)CN3CCN(CCO)CC3)c2c1C#N (stereo not drawn)	-14	-1	0	0.19	5	-6	0.5	102	6	5	1627
COc1ccccc1N1CCN(CC(=O)Nc2ccc(CN3CCCCC3)cc2)CC1	-11	1	6	-0.031	0	-11	0.0	98	-7	1	1594
CCCc1nc(SCc2ccccc2Cl)n[nH]1	.	-1	19	.	7	-1	-1.2	90	4	4	1669
COCCNC(=O)c1c(NC(=O)c2nc(SC)ncc2Cl)sc2c1CCCC2	.	-13	8	.	0	5	5.0	99	5	-1	1442
O=C(CN1CCN(S(=O)(=O)c2ccc(F)cc2)CC1)Nc1cc(C(F)(F)F)ccc1Cl	4	-2	14	.	0	3	0.7	92	9	-1	1728
CC1CCN(c2nnc(-c3ccccc3)c3ccccc23)CC1	-3	0	7	-0.055	-4	1	0.1	95	5	8	1467
FC(F)(Cl)c1nnc2ccc(Sc3ccccn3)nn12	-8	1	-7	0.62	-2	-7	1.2	108	-1	-13	1574
CC1(NC(=O)CC[N+](C)(C)CCO)CS(=O)(=O)CC1S(=O)(=O)[O-] (stereo not drawn)	-10	-3	-16	.	-4	-4	-0.1	109	-5	1	1466
C=CCNC(=O)C1CCN(c2c([N+](=O)[O-])cc(C(F)(F)F)cc2[N+](=O)[O-])CC1	.	9	17	.	-2	-2	2.6	91	-2	5	1630
CCC1SC(CC)C(=O)N(CC(=O)NCCc2ccccc2)C1=O (stereo not drawn)	2	5	-5	0.39	-1	-7	0.8	111	-1	4	1621
COc1cc(C2N(c3ccccc3)CCN2c2ccccc2)cc(OC)c1OC	-12	-7	10	.	9	2	1.1	100	-6	5	1627
N#C/C(=C\c1cccc([N+](=O)[O-])c1)c1ccccn1	15	-13	14	-3.6*	1	12	4.2	92	4	14	1732
CCn1cc(CNC(=O)CCSc2nc(-c3ccco3)cc(C(F)(F)F)n2)cn1	.	1	1	2	3	1	0.0	102	-4	3	1550
Cc1cc(=O)[nH]c(CN2CCOCC2)n1	6	-3	13	-0.21	7	-2	0.6	93	0	8	1710
Cc1ccccc1OCC(=O)Nc1ccc(NC(=O)c2ccco2)cc1	-14	-5	21	0.028	-1	-6	3.6	87	-2	-4	1370
CN(C)CCCN(C(=O)c1ccco1)c1nc2ccc(Br)cc2s1	5	1	16	-0.025	1	16	-0.4	96	-2	-11	1607

2 entries picked at random from those above, as already listed:
SMILES	S1P3 antagonist	STAT1 blocker	STAT3 inh	ROMK mod	PPARg SRC-1 ag	TLR4 MyD88 comp	RAM network inh	STAT3 act	PPARg SRC3 recr	PPARg SRC2 recr	TR-FRET SRC-2 ct
COc1ccccc1N1CCN(CC(=O)Nc2ccc(CN3CCCCC3)cc2)CC1	-11	1	6	-0.031	0	-11	0.0	98	-7	1	1594
COc1cc(C2N(c3ccccc3)CCN2c2ccccc2)cc(OC)c1OC	-12	-7	10	.	9	2	1.1	100	-6	5	1627

Remaining list, next part.
SMILES	S1P3 antagonist	STAT1 blocker	STAT3 inh	ROMK mod	PPARg SRC-1 ag	TLR4 MyD88 comp	RAM network inh	STAT3 act	PPARg SRC3 recr	PPARg SRC2 recr	TR-FRET SRC-2 ct
Cc1ccc(S(=O)(=O)/N=C2/NC(=O)/C(=C/c3cccnc3)S2)cc1	.	-3	0	.	3	0	5.3	104	2	0	1605
CCc1nc(N)c(C#N)c(-c2cccnc2)c1C	-38	11	-11	.	1	2	2.2	113	3	-3	1730
O=C1C=C(O)CC(c2ccc(Cl)cc2)C1 (stereo not drawn)	.	3	4	.	5	3	2.1	97	1	2	1524
Cc1ccccc1NC(=O)Cn1nnc2c(cnn2-c2ccc(F)cc2)c1=O	.	-1	6	0.86	8	-7	2.3	101	11	8	1574
O=c1oc2ccccc2c(Nc2cc3ccccc3cc2O)c1[N+](=O)[O-]	-16	-8	-45	1.7	-4	-6	2.0	141*	4	-7	1476
CCC1Oc2ccc(C)cc2N(CC(=O)N2CCN(c3ccc(F)cc3)CC2)C1=O (stereo not drawn)	-22	-5	9	.	2	2	0.6	97	4	4	1747
